BLM inh: blocks DNA unwinding by human BLM helicase; recombinant BLM DNA unwinding, fluorescence dequenching; P54132; hit rate 0.2% among 350,000; Potency, µM (doses to about 56.1 µM), inactives show top-dose activity change, negative = inhibition, hits mostly inhibitors;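 further: potency means the concentration at half of the fitted maximal effect; plate controls were vehicle for no effect and no enzyme for full effect; nearly all actives have a fitted effect of over 35% in size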
APEX1 inh: inhibitors of human APE1 endonuclease. P27695. recombinant APE1, TAMRA/BHQ-2 abasic DNA cleavage fluorescence. Potency, µM (series often up to 65.8 µM), without a hit: at the top dose activity change, negative = inhibition, actives largely listed as inhibitors. hit rate 0.35% among 350,000;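 further: potency means the concentration at half of the fitted maximal effect; plate controls were vehicle for no effect and reference inhibitor for full effect; nearly all actives have a fitted effect of over 55% in size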
Target sequence (P27695 whole entry, looked up): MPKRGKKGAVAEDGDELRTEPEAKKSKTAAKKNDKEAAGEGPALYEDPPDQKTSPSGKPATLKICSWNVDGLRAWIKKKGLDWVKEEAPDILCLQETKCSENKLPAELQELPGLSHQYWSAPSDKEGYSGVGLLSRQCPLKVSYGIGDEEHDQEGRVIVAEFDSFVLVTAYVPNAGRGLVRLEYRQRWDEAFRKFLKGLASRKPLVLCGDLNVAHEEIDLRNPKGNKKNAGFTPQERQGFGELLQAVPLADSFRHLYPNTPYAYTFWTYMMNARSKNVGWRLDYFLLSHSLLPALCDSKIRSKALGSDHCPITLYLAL
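Quantitative HTS: incision of a TAMRA/BHQ-2 double-stranded substrate bearing a tetrahydrofuran abasic site by 0.75 nM APE1 raises fluorescence. Substrate 50 nM final, added after 15 min compound preincubation at room temperature; progress as third-minus-first kinetic read difference.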
ALOX12 inh: blocks human arachidonate 12S-lipoxygenase. P18054. purified 12hLO, xylenol orange hydroperoxide absorbance. Potency, µM (titrated, usually from 108 µM), without a hit: at the highest dose activity change, negative = inhibition, actives largely listed as inhibitors. hit rate 1.1% among 580,000; further: potency means the concentration at half of the fitted maximal effect; on the % scale 0 is the no-effect control and ±100 the full control effect
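Purified human 12hLO (150 nM final) in 25 mM Hepes, 0.01% Triton X-100, pH 7.0 was preincubated 15 min at room temperature with compound. Then 40 uM arachidonic acid was added, 30 min. Hydroperoxide was read by Fe-XO absorbance ratio 573/405 nm.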
Apoferritin bind: binds horse apoferritin like a general anesthetic; P02791; apoferritin/1-aminoanthracene competitive binding, fluorescence; Potency, µM (top dose mostly 77.5 µM), for inactives: at the highest dose activity change, negative = displacement, actives largely listed as inhibitors; hit rate 0.074% among 350,000; AID 485281; further: potency means the concentration at half of the fitted maximal effect; on the % scale 0 is the no-effect control and ±100 the full control effect; nearly all actives have a fitted effect of over 20% in size
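Horse-spleen apoferritin (10 uM) in 50% saturated 1-aminoanthracene in PBS was incubated 10 min at room temperature with compound. Fluorescence (ex 380, em 535 nm) was normalized to free and bound 1-AMA, with concentration-response fitted by a four-parameter Hill equation.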
POLI inh: DNA polymerase iota (human) inhibition. Pol iota fluorescent replication assay, 10 min. Q9UNA4. hit rate 1% among 390,000. AID 588590. Potency, µM (titrated, usually from 115 µM), without a hit: at the highest dose activity, negative = inhibition, usual class: inhibitors; further: potency means the concentration at half of the fitted maximal effect
Target sequence (Q9UNA4 whole entry, looked up): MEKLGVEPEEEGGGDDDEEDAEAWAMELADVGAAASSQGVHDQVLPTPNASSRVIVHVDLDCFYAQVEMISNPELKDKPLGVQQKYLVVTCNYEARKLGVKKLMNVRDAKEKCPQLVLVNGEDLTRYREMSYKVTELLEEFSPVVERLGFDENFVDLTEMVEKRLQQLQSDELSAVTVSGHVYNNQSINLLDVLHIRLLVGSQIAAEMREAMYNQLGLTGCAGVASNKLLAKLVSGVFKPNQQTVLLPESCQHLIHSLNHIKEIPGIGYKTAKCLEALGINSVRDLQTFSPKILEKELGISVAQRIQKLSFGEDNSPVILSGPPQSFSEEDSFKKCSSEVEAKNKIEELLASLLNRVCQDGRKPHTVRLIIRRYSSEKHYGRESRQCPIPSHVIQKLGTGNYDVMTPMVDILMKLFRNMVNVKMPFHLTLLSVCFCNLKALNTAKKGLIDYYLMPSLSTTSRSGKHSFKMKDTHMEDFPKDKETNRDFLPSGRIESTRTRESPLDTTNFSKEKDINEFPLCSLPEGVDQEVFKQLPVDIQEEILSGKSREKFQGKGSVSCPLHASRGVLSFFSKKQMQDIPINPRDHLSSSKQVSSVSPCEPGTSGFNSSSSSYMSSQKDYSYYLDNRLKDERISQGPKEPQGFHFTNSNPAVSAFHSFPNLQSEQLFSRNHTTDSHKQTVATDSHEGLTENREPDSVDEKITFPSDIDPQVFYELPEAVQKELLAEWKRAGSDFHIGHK
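Pol iota at 10 nM preincubated 15 min with compounds at room temperature; reaction started with fluorescent substrate, 50 nM final. Fluorescence read kinetically at 0 and 10 min; buffer-only wells as negative control.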
POLK inh: blocks human DNA polymerase kappa activity | hit rate 0.53% among 400,000 | Potency, µM (series often up to 107 µM), without a hit: at the highest dose activity, negative = inhibition, usual class: inhibitors | AID 588579 | purified Pol kappa, fluorescent DNA synthesis assay, 10 min | Q9UBT6; further: potency means the concentration at half of the fitted maximal effect; on the % scale 0 is the no-effect control and ±100 the full control effect
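First, compounds were pin-transferred onto 10 nM Pol kappa. After 15 min at room temperature, substrate was added to 50 nM final. Fluorescence was then measured kinetically at 0 and 10 min.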
TRHR agonist: TRH receptor (human) agonism | AID 493084 | activation, % at 2 µM | P34981 | TRHR cells, calcium flux fluo-8, FDSS agonist mode | hit rate 0.18% among 360,000; in the data active means activation above about 30%; further: 0% is about no effect
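TRHR-expressing cells loaded with fluo-8 calcium dye; 23 nL library compound pin-transferred, kinetic FDSS fluorescence (Ex 480/Em 530) recorded about 180 s for agonist-induced calcium release, before a 10 nM TRH EC20 addition for potentiator mode.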
POLB inh: inhibitors of human DNA polymerase beta; P06746; Pol beta primer extension/strand displacement, fluorescence kinetic; Potency, µM (doses to about 114 µM), for the others: at the highest dose activity change, negative = inhibition, actives largely listed as inhibitors; hit rate 1.3% among 340,000; AID 485314; further: potency means the concentration at half of the fitted maximal effect; on the % scale 0 is the no-effect control and ±100 the full control effect
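Values derive from four-parameter Hill fits of normalized kinetic data: reads at 0 and 10 min following addition of 50 nM substrate to 10 nM Pol beta preincubated 15 min with compound.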
ERG Ets-DNA blk: ERG Ets/DNA interaction inhibition | P11308 | fluorescence polarization, His-ERG Ets domain / labelled DNA | Potency, µM (series often up to 76.9 µM), for the others: at the top dose FP activity, negative = inhibition, usual class: inhibitors | hit rate 0.028% among 370,000; active means well fitted inhibition curve with a large enough effect in the polarisation, with a control signal flat; inconclusive means small, poorly fitted or top-dose-only effect, or effect the other way, or a change in a side signal; inactive means no such curve, though single readings can be large or run the other way; the % refers to the polarisation;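 further: polarization taken with two DNA probes labelled with fluorescein and Texas red; potency means the concentration at half of the fitted maximal effect; % of control where 0% means no effect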
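His-tagged ERG Ets domain (1 uM in the protein solution; 300mM KCl, 50mM Tris-HCl, 1mM EDTA, 1mM DTT, pH 7.5) received compound, then a probe mix of 5 nM fluorescein-DNA and 100nM Texas-615-DNA. Fluorescence polarization was read for both dyes.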
* hit, by the source's call; ? = inconclusive; / = not tested or not shown; [ ] = another dose, or the depositor's remark. Unless noted, the call rests on the fitted dose curve; in most records, active means well fitted curve in the direction sought with a large enough effect; inconclusive means small, poorly fitted or top-dose-only effect, or another doubt; inactive means no such curve, though single readings can be large; an effect the other way counts as inactive or inconclusive. Not all compounds are listed; count on the stated rates, not on these rows.

The line under a structure holds: POLK inh | POLI inh | ALOX12 inh | POLB inh | APEX1 inh | BLM inh | Apoferritin bind | ERG Ets-DNA blk | TRHR agonist
CCOc1ccc(C(=O)NNC(=O)CN2C(=O)C3CC=CCC3C2=O)cc1OC (stereo not drawn)
 : -9% | 1% | 26% | / | 16% | / | / | -8% | /
Cc1oc(-c2cccc(F)c2)nc1CN1CCCCC1CCc1ccccn1 (stereo not drawn)
 : -2% | 63%[activator] | -21% | 51% | 0% | 0% | -16% | 14% | 0.1
Cc1cccnc1NC(=O)C1CCN(S(=O)(=O)c2ccc3ccccc3c2)CC1
 : -9% | -11% | -13% | / | 33% | / | / | -5% | 0.1
COc1ccc(NC(=O)CNc2ccccc2C(C)=O)cc1S(=O)(=O)N1CCOCC1
 : -15% | 19% | 168%[activator] | / | -1% | / | / | -4% | /
COCCOC(=O)c1[nH]c2c(c1C)C(=O)CC(c1cccs1)C2 (stereo not drawn)
 : 3% | 8% | 6% | 5% | -1% | -8% | -11% | 2% | -0.2
COc1ccc(N2CCN(c3cc(C)c4ccc(O)cc4n3)CC2)cc1
 : -3% | 25% | ? | 5% | -1% | -3% | 54%[activator] | 11% | -1.0
CC(C)C[C@H](N)c1cn([C@@H](CCCCN)C(=O)N2CCNCC2)nn1
 : -14% | -22% | 0% | 11% | 4% | -2% | -2% | 2% | -0.3
Cn1nc(C(F)(F)F)cc1-c1ccc(/C=C(\C#N)C(=O)c2cccc(C(F)(F)F)c2)s1
 : 2% | 38%[activator] | ? | 1% | 0% | -12% | -4% | 15% | 0.2
Cc1ccc(NC(=O)CN(C(=O)N2CCN(C)CC2)S(=O)(=O)c2ccc(C)cc2)cc1
 : -1% | 25% | -3% | / | 30% | / | / | ? | 0.5
Cc1ccc(OCC(O)CN2CC3(C)CC2CC(C)(C)C3)cc1 (stereo not drawn)
 : 1% | 20% | -17% | 27% | 19% | 5% | -6% | -1% | -0.2
Cc1ccc(CNC(=O)CNC(=S)N(Cc2ccccc2)Cc2cccnc2)cc1
 : -5% | 4% | 12% | -1% | 7% | -10% | -4% | 8% | 0.8
O=C(CSc1ccc2c(c1)OCCO2)Nc1ccc(N2CCOCC2)cc1
 : -6% | 21% | -10% | 17% | 6% | -4% | -14% | -13% | -0.5
CC1Cc2ccccc2N1C(=O)CNCCCN(C)C (stereo not drawn)
 : -7% | 10% | -11% | 1% | 0% | 1% | 2% | -1% | 0.1
CCOc1cc(C(=O)Nc2ccccc2N2CCN(S(C)(=O)=O)CC2)cc(OCC)c1OCC
 : -13% | 7% | 133%[activator] | 2% | -1% | -6% | -10% | -7% | 0.3
CC(C)(C)C(=O)c1cn(CC(=O)O)c2ccccc12
 : -10% | -5% | -2% | -2% | 6% | -10% | 8% | 3% | -0.2
O=C(CSc1n[nH]c(-c2ccccc2)n1)NC(=O)NCc1ccco1
 : ? | 45µM* | -7% | 35µM* | ? | -10% | 0% | / | -0.6
O=C(CSc1ccc(F)cc1)NCCSc1ccccc1
 : -4% | 94%[activator] | 1% | -3% | -2% | -3% | -15% | 1% | -2.1
O=C(COC(=O)CNC(=O)c1ccccc1F)NCCNC(=O)COC(=O)CNC(=O)c1ccccc1F
 : -2% | 21% | -29% | / | 4% | / | / | 4% | 0.6
COc1ccc(OC)c(CNCc2c(C(=O)O)n(Cc3cccc(F)c3)c3cc(OC)ccc23)c1
 : -1% | 7% | ? | 0% | / | 1% | 0% | 5% | -0.5
CCS(=O)(=O)N1CCCC(c2nc(-c3cccc(OC)c3)no2)C1 (stereo not drawn)
 : -4% | 35%[activator] | -30% | 1% | -3% | -5% | 0% | 0% | 0.6
O=C(COC(=O)c1ccc(O)cc1)NC1CCCC1
 : -36% | ? | 4% | 13% | -9% | -3% | 4% | -14% | -0.1
NS(=O)(=O)c1ccc(CCNC(=O)CNC(=O)c2ccc(Oc3ccccc3)cc2)cc1
 : -6% | 38%[activator] | -8% | ? | 9% | -2% | -6% | -1% | 0.3
O=S1(=O)CCC(NC(=S)SCCOc2ccccc2)C1 (stereo not drawn)
 : -8% | ? | 1% | 5% | 1% | 1% | -18% | 11% | -0.2
Cc1cccc(CC(=O)NC2CC(=O)N(c3ccccc3)C2)c1 (stereo not drawn)
 : -6%[60.1 µM] | 20% | -13% | 7% | / | -1% | -12% | -1% | -0.2
Cc1ccc(S(=O)(=O)NCC(c2ccco2)N2CCc3ccccc32)cc1 (stereo not drawn)
 : 0% | 19% | -13% | / | 13% | / | / | -7% | 0.1
COc1ccc(OC)c(CCNC(=O)CCc2nnc3ccc(N4CCCC4)nn23)c1
 : 18% | -2% | 0% | 54% | 1% | 3% | -11% | 11% | -0.6
Cc1noc(C)c1COC(=O)Cn1c(C)nc2ccccc21
 : -11% | 7% | 2% | 0% | -4% | 0% | -7% | 4% | -1.2
O=C(Nc1nc(-c2ccco2)c(-c2ccco2)s1)c1ccco1
 : 79µM* | ? | 32µM* | / | 12% | / | / | -1% | 0.4
O=C(NCc1ccc(/C=c2\sc3n(c2=O)CCN=3)o1)C(=O)Nc1ccccc1
 : / | / | / | 4.5µM* | 17% | 3% | -14% | / | 0.0
COc1cccc(CNC(=O)CCc2c(C)nc3c(c2C)c(=O)n(C)c(=O)n3C)c1
 : -7% | 16% | 0% | 23% | / | -2% | 5% | -9% | -0.3
CC(C)(C)CN1CCNC(=O)C1CC(=O)NCc1cccc(-n2cccn2)c1 (stereo not drawn)
 : -3% | 68%[activator] | 5% | 44% | 37%[activator] | -1% | -4% | 6% | 0.6
Cc1cccc(N2C(=O)SC(SC(=Nc3ccccc3)Nc3ccccc3)C2=O)c1 (stereo not drawn)
 : -17% | 6% | -25% | 9% | 16% | -9% | 2% | 0% | 0.0
Nc1cc(=O)[nH]c(SCC(=O)Nc2ccc(S(=O)(=O)N3CCCCC3)cc2)n1
 : -2% | -13% | 0% | 3% | -2% | -6% | -10% | 14% | 0.9
O=C(Nn1c(C2CC2)nc2ccccc2c1=O)c1ccco1
 : 7% | -17% | 13% | 3% | 0% | -1% | 5% | -1% | -0.9
Cc1ccc(C(=O)Nc2ccc3cn[nH]c3c2)cc1S(=O)(=O)N1CCOCC1
 : -19% | 9% | 13% | 6% | 19% | 0% | -10% | 4% | 0.7
COc1cccc(CNC(=O)COCc2cc(-c3ccc4c(c3)OCO4)on2)c1
 : -2% | 8% | ? | 30% | / | -1% | 1% | -5% | -0.3
CC(C)C(NC(=O)c1ccco1)C(=O)NCc1ccc(C(=O)O)cc1 (stereo not drawn)
 : -1% | 25% | -19% | 28% | 1% | -7% | -1% | -10% | 0.0
COc1cccc(CC2(CO)CCN(Cc3cnc(-c4cccc(C)c4)nc3)CC2)c1
 : 2% | -22% | -25% | -13% | 3% | -10% | -14% | -6% | 0.8
CN(C)/C=C/C(=O)c1cnc(-c2ccccn2)s1
 : -24% | 110%[activator] | 10% | 8% | -6% | -5% | -23% | -1% | 0.2
CCn1c(O)c(/C=C2\C=Nc3ccccc32)sc1=Nc1ccccc1
 : -4% | 22% | -21% | -17% | ? | -1% | -19% | -2% | -0.8
COc1ccc(CCNC(=O)CN(c2ccccc2)S(C)(=O)=O)cc1
 : -1% | 7% | 5% | 4% | -2% | 0% | -2% | -20% | -0.3
COc1ccc(NS(=O)(=O)c2ccc(C)c(C(=O)NCC(c3ccco3)N3CCCCC3)c2)cc1 (stereo not drawn)
 : -7% | 17% | 0% | / | -7% | / | / | 4% | 0.2
Cn1cccc1C(=O)C(=O)Nc1ccc(F)c(F)c1
 : -8% | 58%[activator] | -4% | 52%[activator] | 9% | -5% | -14% | 7% | 0.4
CC1=Nc2cc(C(=O)NCc3ccc(C)cc3)ccc2Sc2ccc(Cl)cc21
 : -16%[60.1 µM] | -12% | ? | 8% | / | -6% | 1% | 1% | -0.2
Cc1ccccc1OCCOc1ccccc1C=C(C#N)C#N
 : / | / | / | 9% | -3% | -6% | -8% | / | 0.6
Cc1ccc(O)c(C2=Nc3ccccc3N=C(c3cccc([N+](=O)[O-])c3)C2)c1
 : -14% | -10% | -3% | 6% | 11% | -15% | -8% | -3% | 0.4
Cc1cc2nc(-c3cc(N4CCOCC4)ccc3[N+](=O)[O-])ccn2n1
 : -1% | 7% | 0% | 6% | -1% | -1% | -17% | 5% | -0.4
O=C(COC(=O)c1ccc(CO)cc1)c1ccc(S(=O)(=O)N2CCCCC2)cc1
 : -5% | 4% | 192%[activator] | / | 28% | / | / | 4% | -0.2
O=C(c1ccc(F)cc1)N1CCC(O)(c2cccnc2)CC1
 : 8% | -2% | -24% | 24% | -5% | -4% | -5% | -7% | -0.1
CCN(CC)c1ccc(NC(=S)NC(=O)c2cccs2)cc1
 : -11% | 1% | 18µM* | -14% | ? | -8% | ? | -22% | 3.1
CC1c2ccccc2N(S(=O)(=O)c2ccccc2)C1C (stereo not drawn)
 : -3% | 16% | -22% | / | / | / | / | -5% | /
O=C(CCN1C(=O)C2C3C=CC(C3)C2C1=O)Nc1ccccn1 (stereo not drawn)
 : -1% | 29% | -20% | 23% | 17% | -2% | -6% | -2% | 0.2
CCCC(NC(=O)CCl)c1ccccc1 (stereo not drawn)
 : -7% | 13% | 6% | 2%[57.1 µM] | 4% | -2% | -13% | -9% | -0.8
Cn1c(SCC(=O)NNC(=S)Nc2ccccc2)nnc1-c1ccncc1
 : / | / | / | 3% | 13% | 0% | -9% | / | 0.0

Bioassay records: PubChem BioAssay, National Center for Advancing Translational Sciences (NCATS)
